From PubChem BioAssay
Nrf2 inh: inhibitors of Nrf2 signaling; A549 ARE-Fluc reporter, luciferase luminescence, 18-24 h; Potency, µM (series often up to 46 µM), inactives show at the top dose activity change, negative = inhibition, usual class: inhibitors; hit rate 2.1% among 360,000; AID 504444; also: potency is read from the fitted curve at half-maximal effect; % is scaled to controls: 0 for no effect and ±100 for the full control effect; nearly all actives have a fitted effect of over 60% in size
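Concentration-response testing used A549 ARE_Fluc cells at 5000 cells/well. Following an 18-24 h compound incubation, viability was read by fluorescence (Ex 405/Em 525) and luciferase output by luminescence.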
TGFb inhibitor: blocks TGF-b signaling. hit rate 1.2% among 410,000. HepG2 CAGA-GFP TGF-b/SMAD3 reporter, GFP fluorescence, 18 h; TGF-beta stimulated, 500 pg/mL final. AID 588855. Potency, µM (top dose mostly 46.1 µM), without a hit: at the highest dose activity, negative = inhibition, hits mostly inhibitors; also: potency is read from the fitted curve at half-maximal effect; % is scaled to controls: 0 for no effect and ±100 for the full control effect; nearly all actives have a fitted effect of over 65% in size
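GFP signal (ex488/em500-530) from TGF-beta-stimulated HEPG2 CAGA-GFP cells, 500 pg/mL final, 18 h at 37 degrees C in DMEM plus 1% FBS, normalized to unstimulated and DMSO-stimulated controls.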
HepG2 viability: kills HepG2 cells in TGF-b inhibitor counter-screen. HepG2 CAGA-GFP viability, ATP luminescence, 18 h. hit rate 0.76% among 410,000. AID 588856. Potency, µM (highest dose often 46.1 µM), for inactives: at the highest dose activity change, negative = cytotoxicity, usual class: cytotoxic; also: potency is read from the fitted curve at half-maximal effect; some results filed as inactive show a strong effect at the top dose
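CellTiter-Glo luminescence gave cytotoxicity after 18 hours at 37 degrees C. The cells were HepG2 CAGA-GFP in 1% FBS DMEM, stimulated with 500 pg/mL TGF-beta after compound addition. %Activity was normalised to no-cell wells (complete cell-killing) and DMSO (no toxicity), and curves were fitted and classified.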
ATXN viability: viability counter-screen for ATXN expression inhibitors; hit rate 0.49% among 400,000; AID 651635; S2 cells (HEK-293 line with an ATXN2-luciferase reporter) viability, CellTiter-Fluor protease fluorescence, 24 h; Potency, µM (top dose mostly 56.7 µM), usual class: cytotoxic; also: potency is read from the fitted curve at half-maximal effect; nearly all actives have a fitted effect of over 40% in size
MCF10A rerep: DNA re-replication induction in MCF 10a cells; MCF 10A DNA re-replication, Hoechst nuclear intensity, 48 h; Potency, µM (titrated, usually from 46.1 µM), for inactives: top-dose activity, positive = re-replication, hits mostly activators; hit rate 2.9% among 350,000; also: potency is read from the fitted curve at half-maximal effect; % of control where 0% means no effect; nearly all actives have a fitted effect of over 50% in size
ATXN2 expr inh: ATXN2 expression inhibition; hit rate 0.72% among 360,000; Potency, µM (series often up to 57 µM), for inactives: at the top dose activity change, negative = inhibition, actives largely listed as inhibitors; HEK-293 ATXN2-luciferase reporter, luminescence, 24 h; also: potency is read from the fitted curve at half-maximal effect; % is scaled to controls: 0 for no effect and ±100 for the full control effect; nearly all actives have a fitted effect of over 55% in size
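qHTS (up to 57 uM final) was run with 24 h compound exposure of reporter cells at 37 °C. Each well was multiplexed: SteadyGlo luminescence measured ATXN2-luciferase expression after a fluorogenic Gly-Phe-AFC viability readout (25 uM final).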
Nrf2 activator: activators of Nrf2 (ARE) signaling; hit rate 0.31% among 410,000; Potency, µM (top dose mostly 46.1 µM), for inactives: at the highest dose activation, actives largely listed as activators; AREc32 ARE-luciferase reporter (MCF7-derived line), luminescence, 24 h; AID 624171; also: potency is read from the fitted curve at half-maximal effect; % of control where 0% means no effect; nearly all actives have a fitted effect of over 65% in size
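Reporter line AREc32 (ARE-Fluc), seeded overnight in OPTI-MEM with 5% FBS; compound pin-transferred, 24 hr at 37 deg C, 5% CO2; luminescent read-out.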
A549 viability: kills or reduces viability of A549 cells in Nrf2 counter-screen. Potency, µM (highest dose often 46 µM), without a hit: at the highest dose activity change, negative = cytotoxicity, most hits filed as inhibitors. A549 ARE-Fluc cells, CellTiter-Fluor viability, 18-24 h. hit rate 0.16% among 390,000; also: potency is read from the fitted curve at half-maximal effect; % is scaled to controls: 0 for no effect and ±100 for the full control effect
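A549 ARE-Fluc cells in 5% FBS OPTI-MEM, 5000 cells/well, rested 2 h then exposed to compounds in concentration-response for 18-24 h at 37 °C. Viability by CellTiter-Fluor fluorescence (Ex 405/Em 525) after 30 min; luciferase luminescence (BugLite, 15 min, RT) read afterwards.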
IL1B secr inh: inhibitors of inflammasome signaling (IL-1 beta secretion); THP-1 LPS/ATP IL-1B secretion, AlphaLISA, 16 h; hits give low values; activity change, % at 57.5 µM; hit rate 4.7% among 360,000; in the data active = activity change below about -50%; inconclusive = mostly about -30% to -49%; also: % is scaled to controls: 0 for no effect and ±100 for the full control effect
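Secreted IL-1B measured by AlphaLISA bead assay after 16 h compound exposure of THP-1 cells; compounds (final up to 57.5 uM) added 1 h before LPS (250 ng/mL) and ATP (1.25 mM) stimulation; lower signal means less secretion.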
The depositor's hits bear a star; i = inactive; ? = inconclusive; / = not tested or not shown; & = joins results of further samples; [ ] = remark or other dose. Unless noted, calls follow the shape of the dose curve; as a rule, active = well fitted curve in the direction sought with a large enough effect; inconclusive = small, poorly fitted or top-dose-only effect, or another doubt; inactive = no such curve, though single readings can be large; an effect the other way counts as inactive or inconclusive.

SMILES	Nrf2 inh	TGFb inhibitor	HepG2 viability	ATXN viability	MCF10A rerep	ATXN2 expr inh	Nrf2 activator	A549 viability	IL1B secr inh
COc1ccc(C(C)=O)cc1CSc1ncccn1	13%	6%	3%	i	7%	7%	16%	3%	-17
CCCn1c(CCC(=O)O)nc2cc(S(=O)(=O)N(CC)CC)ccc21	-1%	2%	1%	?	-2%	/	0.1%	-8%	3
Cc1nnc(NC(=O)c2ccc(C)c(S(=O)(=O)N3CCCCCC3)c2)s1	?	-15%	-4%	i	5%	2%	-0.2%	0%	15
COc1ccc(C#Cc2ccc3c(c2)O[C@H](CN(C)S(=O)(=O)c2ccccc2F)[C@H](C)CN([C@H](C)CO)S3(=O)=O)cc1	/	-21%	-1%	i	/	5%	0.3%	/	?
CCOC(=O)CNC(=O)CSc1ncnc2c1cnn2-c1ccc(Cl)cc1	-14%	0%	-6%	i	0%	-5%	0.3%	-1%	-4
COc1ccc(CCNC(=O)c2ccc3c(c2)N(Cc2ccccc2)CCS3)cc1OC	?	-14%&-20%	0%&-34%	?	?	?	-1.0%&0.0%	-7%&-15%	?
Cc1ccc(S(=O)(=O)N(CC(=O)NCC2CCCO2)C2CCCCC2)cc1 (stereo not given)	4%	-4%	-18%	i	3%	3%	2.1%	-1%	0
O=[N+]([O-])c1ccc(N/N=C/c2ccc[nH]2)cc1	0%	-25%	-24%	?	22%	13%	21%	?	-77*
CC(=O)c1ccc(N2C(=O)NC3(CCCCC3)C2=O)cc1	/	1%	-4%	i	-7%	19%	0.4%	7%	16
Nc1ccc2c(c1)N=[N+]([O-])c1cc(N)ccc1C2	11%	-20%	-90%	i	0%	/	-0.3%	12%	-11
CCc1ccc(CN(C(=O)Nc2cccc(Cl)c2)c2ccccn2)cc1	?	-21%	-17%	i	/	23%	4.1%	2%	/
Cc1nc(-c2ccccc2)sc1C(=O)/C=C/N(C)C	4%	-7%	-44%	?	0%	/	7.8%	0%	-12
Cc1nc(OCc2ccccc2)c2ccccc2n1	/	9%	-18%	i	?	-28%	23%	2%	19
Nc1nnc(COc2cccc(C(F)(F)F)c2)s1	/	11%	-8%	i	-1%	-20%	-0.3%	-5%	6
O=C1c2ccc([N+](=O)[O-])cc2C(=O)N1c1c[nH]c(=O)[nH]c1=O	8%	-4%	-2%	i	-32%[inhibitor]	3%	-0.6%	-4%	1
CCN1CCN(C(=O)c2nn(C)c3c2CS(=O)(=O)c2ccccc2-3)CC1	4%	18%	7%	i	1%	5%	-1.0%	-9%	48
CC1Cc2ccccc2N1S(=O)(=O)c1cccc(C(=O)NCc2ccccn2)c1 (stereo not given)	?	?	20µM*	i	13%	/	-0.2%	3%	10
CC(C)CNC(=O)C1(C)CCCN1C(=O)c1ccncc1 (stereo not given)	/	2%	7%	i	/	5%	-0.3%	/	19
CC(C(=O)Nc1sccc1C(N)=O)N1C(=O)C2CC=CCC2C1=O (stereo not given)	/	-35%	1%	i	-3%	-21%	-1.1%	1%	14
O=C(NCc1ccco1)c1ccc2sc([C@H]3C[C@H](O)[C@@H](CO)O3)nc2c1	/	-3%	-21%	i	/	10%	0.3%	/	2
C/C(=N\NC(=O)C1CC1)c1ccc2c(c1)OCCO2	?	0%	-4%	i	-4%	32%	0.8%	3%	-17
COc1ccc(-c2nc(CSc3nncn4c3cc3sccc34)c(C)o2)cc1OC	?	-1%	-15%	/	/	/	-0.2%	0%	/
Cc1ccccc1NC(=O)Cc1nc(COC(=O)c2cc([N+](=O)[O-])ccc2N)cs1	-1%	4%	-20%	i	9%	0%	2.4%	-7%	-4
CCOc1cc(C(c2c(C)[nH][nH]c2=O)c2c(C)[nH][nH]c2=O)ccc1OS(=O)(=O)c1ccccc1	/	-1%	-9%	i	2%	-4%	0.4%	-7%	-4
CCCCN(C)CCC(=O)Nc1ccc(C)cc1	?	17%	-8%	i	0%	2%	0.0%	0%	7
SMILES	Nrf2 inh	TGFb inhibitor	HepG2 viability	ATXN viability	MCF10A rerep	ATXN2 expr inh	Nrf2 activator	A549 viability	IL1B secr inh
CCO[C@H]1OC(C(=O)NCc2ccccc2)=C[C@@H](c2ccc(Br)cc2)[C@@H]1CCCO	-5%	?	-4%	?	-42%[inhibitor]	-11%	-0.3%	2%	-10
N#C/C(=C\c1ccc(O)cc1)C(=O)NCc1cccc(Cl)c1	0%	?	-40%	i	5%	-27%	4.2%	0%	-16
COC(=O)/C=C1/SC(=NC(=O)c2cccc([N+](=O)[O-])c2)NC1=O	2%	1%	-29%	i	?	11%	2.9%	-8%	?
CC(C(=O)NCCCn1ccnc1)(c1ccccc1)c1ccccc1	-1%	-6%	8%	i	-2%	18%	6.8%	2%	-28
COC(=O)c1[nH]c2cc(OC)ccc2c1NC(=O)CCN1CCN(Cc2ccc3c(c2)OCO3)CC1	-4%	-11%	-21%	i	-181%[0.0737 µM]	-3%	0.5%	10%	-22
CCNc1nc(OCCNC(C)=O)nc(N(C)C)n1	-20%	8%	-21%	i	0%	-20%	0.0%	-7%	15
CC1CCCN(C(=O)CSc2c3c(nc4cc(Cl)ccc24)CCCC3)C1 (stereo not given)	?	?	-31%	/	/	/	?	?	/
Cc1cccc(Nc2nc(-c3ccccc3)cs2)n1	?	-25%	-24%	i	?	/	22%	3%	34
O=C(CSc1nc(=O)n(CCN2CCOCC2)c2c1CCC2)Nc1ccc(Cl)c(Cl)c1	/	?	-2%	/	/	/	-0.5%	-4%	/
CC1NC(=O)N(C)C2NC(=O)N(C)C(c3ccccc3)C12 (stereo not given)	4%	10%	4%	i	-2%	-2%	-1.3%	1%	7
Cc1cccc(NC(=O)c2ccc(NS(=O)(=O)c3c(C)noc3C)cc2)c1	-22%	-6%	1%	i	-2%	-4%	0.0%	-10%	3
CN1CCN(C(=O)c2cc3ccccc3cc2O)CC1	0%	13%	12%	i	-4%	9%	0.3%	3%	-8
O=C(NCc1ccc(N2CCCC2=O)cc1)c1ccc(F)cc1	17%	-8%	-1%	i	-3%	3%	0.4%	2%	33
Cc1cc(C)cc(N2C(=O)CSC23C(=O)N(CC(N)=O)c2ccccc23)c1 (stereo not given)	?	23%	6%	i	/	11%	0.4%	-1%	/
O=C(O)c1cccnc1C(=O)N1CCc2c([nH]c3ccccc23)C1C(F)(F)F (stereo not given)	5%	2%	-5%	i	1%	10%	-0.4%	-2%	8
COc1ccc(N2CC(NC(=O)C3CC3)CC2=O)cc1OC (stereo not given)	/	-9%	-17%	i	/	1%	-0.8%	3%	/
COc1ccc2cc(C(=O)N3CCOCC3)sc(=O)c2c1OC	/	13%	-2%	i	0%	0%	0.2%	-3%	0
CCOc1ccc(C(=O)COC(=O)C2CCN(c3ccc(C(F)(F)F)cn3)CC2)cc1	5%	?	3%	i	-2%	7%	-0.7%	-1%	11
Cc1c2cnn(CC(=O)NCc3ccc(F)cc3)c(=O)c2c(C)n1Cc1cccc(Cl)c1	4%	-54%	-20%	/	/	/	0.6%	-3%	/
O=C(Nc1ccccc1Br)N1CCC(CN2CCCC2)CC1	/	0%	16%	i	/	4%	-0.2%	-3%	/
COC(CNC(=O)c1cc(C)nn1-c1ccccc1)OC	-1%	-6%	-7%	i	9%	-14%	0.4%	2%	-9
O=C(CSc1ccc(-c2ccc(Cl)cc2)nn1)N1CCCc2ccccc21	?	?	9%	?	?	11%	-0.5%	-21%	-5
O=C(Cc1n[nH]c(=O)c2ccccc12)OCC(=O)c1ccc(F)cc1	-8%	20%	0%	i	4%	6%	-0.6%	3%	9
CCOc1ccc(OCC)c(NS(=O)(=O)c2cc(-c3onc(C)c3C)ccc2OC)c1	85%	0%	-20%	/	/	/	0.8%	9%	/
c1ccc(Cc2nc3ccccc3o2)cc1	12%	-19%	3%	i	10%	11%	0.2%	8%	12
SMILES	Nrf2 inh	TGFb inhibitor	HepG2 viability	ATXN viability	MCF10A rerep	ATXN2 expr inh	Nrf2 activator	A549 viability	IL1B secr inh
Cc1cc(NC(=O)c2cc(-c3ccccc3Cl)nc3ccccc23)no1	?	13%	1%	i	10%	-14%	-0.5%	-2%	2
COc1ccc(-c2nnc(-c3ccc(N)cc3)o2)cc1	29%	-17%	-15%	?	3%	44%[activator]	0.7%	-8%	-18
O=C(CSc1nnc(-c2cccnc2)n1Cc1ccco1)c1ccc2ccccc2c1	-20%	-19%	-12%	i	4%	-7%	0.5%	3%	0
CCn1nc(C)cc1-c1nnc(SCC(=O)Nc2ccccc2)n1CCCOC	2%	0%	-7%	i	-6%	-18%	-0.5%	1%	/
CCC(C)NC(=O)CSc1nc2ccccc2c(=O)n1-c1c(C)n(C)n(-c2ccccc2)c1=O (stereo not given)	-10%	-18%	20%	i	-1%	-7%	-0.6%	-7%	-13
O=C(C1COc2ccccc2O1)N1CCn2c(nc3ccccc32)C1 (stereo not given)	-11%	?	-31%	i	2%	8%	1.0%	-1%	11
O=C(O)c1ccc2c(c1)ncn2C1CCCC1	0%	-1%	-3%	/	5%	19%	0.3%	0%	12

An excerpt from above in order of their number in IL1B secr inh, lowest first:
| SMILES | IL1B secr inh |
| --- | --- |
| CCC(C)NC(=O)CSc1nc2ccccc2c(=O)n1-c1c(C)n(C)n(-c2ccccc2)c1=O (stereo not given) | -13 |
| Cc1cc(NC(=O)c2cc(-c3ccccc3Cl)nc3ccccc23)no1 | 2 |
| O=C(C1COc2ccccc2O1)N1CCn2c(nc3ccccc32)C1 (stereo not given) | 11 |
